# Rv3671c inh: inhibits the M. tuberculosis serine protease Rv3671c; P9WHR9; inhibition, % at 5.96 µM; 320,000 tested, 0.048% active; in the data active = inhibition above about 38%;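 note: extracellular domain of Rv3671c used as enzyme; 0% = enzyme with DMSO and 100% = no enzyme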
# Target sequence (P9WHR9 whole entry, looked up, the tested form may be a part): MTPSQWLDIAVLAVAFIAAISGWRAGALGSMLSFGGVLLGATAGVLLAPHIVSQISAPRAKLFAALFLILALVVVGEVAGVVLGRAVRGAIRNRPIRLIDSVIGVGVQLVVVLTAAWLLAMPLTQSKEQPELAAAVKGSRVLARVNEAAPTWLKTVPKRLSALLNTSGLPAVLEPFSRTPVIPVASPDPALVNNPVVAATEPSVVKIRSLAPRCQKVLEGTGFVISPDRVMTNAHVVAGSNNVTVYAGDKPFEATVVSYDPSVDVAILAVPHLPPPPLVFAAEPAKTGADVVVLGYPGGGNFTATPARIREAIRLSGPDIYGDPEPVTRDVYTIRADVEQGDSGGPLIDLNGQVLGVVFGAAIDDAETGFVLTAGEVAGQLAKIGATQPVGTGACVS
# Anthrax LF prot: blocks Bacillus anthracis lethal factor protease; multiplex microsphere protease cleavage assay, LF; inhibition, % at 10 µM; 360,000 tested, 0.12% active; in the data active = inhibition above about 30%; inconclusive = no clear call, values can overlap the other calls; note: plate controls were buffer without enzyme for full effect and enzyme alone for no effect
# TcdB GH inh: inhibitors of Clostridioides difficile toxin B glycohydrolase; 350,000 tested, 0.24% active; P18177; inhibition, % at 9.99 µM; AID 652162; TcdB glycohydrolase enzymatic assay, plate reader; in the data active = inhibition above about 10%
# MazF activator: activators of E. coli MazEF toxin-antitoxin RNase; FAM/BHQ RNA-DNA oligo cleavage fluorescence, 5 h; activation, % at 20 µM; 350,000 tested, 0.32% active; in the data active = activation above about 50%
# Target sequence (P0AE70 whole entry, looked up): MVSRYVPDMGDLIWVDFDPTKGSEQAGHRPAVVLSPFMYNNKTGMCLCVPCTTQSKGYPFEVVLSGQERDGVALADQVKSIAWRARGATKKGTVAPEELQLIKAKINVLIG
# Yp Topo-I inh: inhibitors of Yersinia pestis topoisomerase I | Y. pestis Topo-I cleavage product accumulation, plate reader | activity, % at 10 µM | 360,000 tested, 0.064% active | AID 504884; in the data active = activity above about 50%, passing the limit was not always enough; inconclusive = no clear call, values can overlap the other calls; note: inactives centre near 2
# DUSP3 inh: inhibitors of human VHR1 phosphatase (DUSP3). P51452. recombinant VHR phosphatase, pNPP absorbance. inhibition, % at 13.3 µM. 290,000 tested, 0.52% active. AID 1654; in the data active = inhibition above about 50%; note: some compounds called inactive have numbers as strong as hits
# Target sequence (P51452 whole entry, looked up): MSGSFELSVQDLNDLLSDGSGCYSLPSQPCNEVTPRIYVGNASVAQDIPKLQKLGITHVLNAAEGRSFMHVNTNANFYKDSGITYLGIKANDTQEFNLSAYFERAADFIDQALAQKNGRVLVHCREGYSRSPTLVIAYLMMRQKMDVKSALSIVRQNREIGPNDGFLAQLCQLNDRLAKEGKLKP
# 3CLpro inhibitor: SARS-CoV 3CLpro protease inhibition. recombinant SARS-CoV 3CLpro, quenched FRET peptide cleavage. inhibition, % at 6 µM. 290,000 tested, 0.14% active. AID 1706; in the data active = inhibition above about 12%
# Vc quorum ag: induces V. cholerae light production without autoinducers; V. cholerae BH1578 lux reporter, luminescence, 6 h; activation, % at 18.7 µM; 350,000 tested, 0.16% active; in the data active = activation mostly above about 9.7%, no sharp cut-off; inconclusive = no clear call, values can overlap the other calls; inactive = mostly below about 3.7%; note: not every result past the cut was called active; inactives centre near 0; reference of the scale not given here
# PfHsp40 yeast: restores yeast growth despite PfHsp40 toxicity; S. cerevisiae expressing PfHsp40, growth rescue, ATP luminescence; growth rescue, % at 12.5 µM; 340,000 tested, 0.68% active; in the data active = growth rescue above about 28%, passing the limit was not always enough; inconclusive = no clear call, values can overlap the other calls;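 note: yeast W303a lacking pdr1 and pdr3 grown in galactose medium; growth measured after three days at 30 °C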
# SSB-PriA inh: inhibitors of Klebsiella pneumoniae PriA binding to SSB C-terminal tail | AlphaScreen SSBct-PriA binding, biotinylated peptide | inhibition, % at 33 µM | 430,000 tested, 0.6% active | AID 1272365; in the data active = inhibition mostly above about 37%, no sharp cut-off; inactive = mostly below about 20%;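 note: plate controls were negative control peptide for no effect and reference peptide for full effect; strong numbers were not always called active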
# An asterisk follows results filed as active; i = inactive; ? = inconclusive; nt = not tested or not shown; & = joins results of further samples. Not all compounds are listed; the hit share may differ from the screen's.
Structure,Rv3671c inh,Anthrax LF prot,TcdB GH inh,MazF activator,Yp Topo-I inh,DUSP3 inh,3CLpro inhibitor,Vc quorum ag,PfHsp40 yeast,SSB-PriA inh
COc1ccc(NS(=O)(=O)c2cccc(C(=O)N(C)CC(=O)Nc3ccc(C)cc3)c2)cc1,-3,?,3.3,5,-5,nt,nt,i,-0.7,2
CN(C)CCOC(=O)c1cn(Cc2ccccc2)c2ccccc12,2,-4,nt,2,-3,21,-3,-3.6,0.2,-5
CC(=O)Nc1ccc(NC(=O)Cc2ccc(S(=O)(=O)N3CCCCC3)s2)cc1,-17,-1,nt,0,1,1,-3,-1.5,0.1,1
CCOC(=O)Cn1nc(C)c(NC(=O)c2cccc([N+](=O)[O-])c2)c1C,8,-3,0.9,1,-5,9,3,i,1.0,1
COc1cc2nc(CN(C)Cc3ccc(SC)cc3)[nH]c(=O)c2cc1OC,-5,0,1.7,4,10,17,-2,-0.3,1.1,-1
CCOCCCNc1nc2c(c(=O)n(C)c(=O)n2C)n1CCCc1ccccc1,1,-3,nt,2,13,13,3,i,4.5,-6
O=[N+]([O-])c1cccc(/C=N/Nc2nc(N3CCCCC3)nc(N3CCCCC3)n2)c1,9,-1,0.9,4,-9,16,-1,-4.2,-0.3,nt
O=C(c1ccccc1)N(NC(=O)C(O)(c1ccccc1)c1ccccc1)c1cccc(F)c1,2,1,nt,5,0,28,8,0.2,0.5,-14
CCCn1c(=O)[nH]c(=O)c2c(C(F)(F)F)cc(-c3ccc(C)cc3)nc21,-3,0,0.5,20,8,2,2,i,-1.0,-6
COc1ccc(CCn2c(NN=C3CCCC3)nc3c2c(=O)[nH]c(=O)n3C)cc1,-3,1,0.9,3,-5,34,2,-0.9,0.1,-7
CCOc1cc(S(=O)(=O)NCCCN2CCOCC2)c(C)cc1C,nt,-2,1.3,1,3,11,1,i,-0.3,-3
O=C(NCCC(F)(F)F)C1Cc2c(-c3ccccc3Oc3ccccc3)ccnc2O1 (stereo unspecified),nt,-6,4.1,nt,32,nt,nt,i,nt,nt
O=C(c1ccc(O)cc1)c1ccc(C(=O)O)c(C(=O)O)c1,13,8,nt,7,1,16,-5,-0.7,0.1,-10
CC(C)(C)n1cnc2cc(NC(=O)c3cccs3)ccc21,4,2,1.5,-13,5,11,-1,-0.2,-1.0,3
O=C(CN1CCC(O)CC1)N1c2ccccc2C=Cc2ccccc21,2,-3,nt,2,-3,-12,5,3.6,0.2,8
CC(C)N(C)S(=O)(=O)c1ccc(NC(=O)C2=COCCO2)cc1,-5,-13,0.5,8,1,nt,nt,-0.2,-2.2,3
CCOC(=O)C(C)Sc1nnc(-c2c[nH]c3ccccc23)n1C (stereo unspecified),-4,-3,6.8,8,4,25,-2,i,0.2,-3
O=C(c1ccc2c(c1)OCO2)N(c1ccc(Br)cc1)C1C=CS(=O)(=O)C1 (stereo unspecified),4,4,0.9,-2,8,4,1,i,-0.5,5
NS(=O)(=O)c1ccc(-n2ncc3c(=O)[nH]c(SCC(=O)Nc4nccs4)nc32)cc1,-5,-7,-0.3,3,-1,-7,0,-0.1,-0.2,1&-19&-1
Cn1c(=O)cc(SCC(=O)N2CCC3(CC2)OCCO3)c2ccccc21,2,2,nt,0,9,5,0,-0.3,-0.9,-4
CC(=O)c1ccccc1NC(=O)CSc1n[nH]c(=O)n1C1CC1,-2,2,6.2,3,3,nt,nt,i,0.4,-6
NNC(=O)c1sc2cc(C(F)(F)F)cnc2c1-c1cccs1,6,-1,-0.5,4,4,8,-3,-0.4,-0.2,-3
CN(C)CCn1c(=O)n(Cc2ccco2)c(=O)c2c3c(sc21)CCCCC3,5,-5,nt,3,1,7,4,-2.8,0.7,2
CNc1cncc(-c2cccnc2)n1,nt,7,-1.8,nt,6,nt,nt,i,nt,nt
CC(C)(C)OC(=O)NCCC(=O)N/N=C/c1ccc2nccnc2c1,3,-7,0.8,5,-5,13,3,i,18,i

# Quoted at random: 6 entries already listed, in no set order.
Structure,Rv3671c inh,Anthrax LF prot,TcdB GH inh,MazF activator,Yp Topo-I inh,DUSP3 inh,3CLpro inhibitor,Vc quorum ag,PfHsp40 yeast,SSB-PriA inh
CCOC(=O)Cn1nc(C)c(NC(=O)c2cccc([N+](=O)[O-])c2)c1C,8,-3,0.9,1,-5,9,3,i,1.0,1
O=C(NCCC(F)(F)F)C1Cc2c(-c3ccccc3Oc3ccccc3)ccnc2O1 (stereo unspecified),nt,-6,4.1,nt,32,nt,nt,i,nt,nt
O=C(c1ccc(O)cc1)c1ccc(C(=O)O)c(C(=O)O)c1,13,8,nt,7,1,16,-5,-0.7,0.1,-10
CCOCCCNc1nc2c(c(=O)n(C)c(=O)n2C)n1CCCc1ccccc1,1,-3,nt,2,13,13,3,i,4.5,-6
CCCn1c(=O)[nH]c(=O)c2c(C(F)(F)F)cc(-c3ccc(C)cc3)nc21,-3,0,0.5,20,8,2,2,i,-1.0,-6
COc1cc2nc(CN(C)Cc3ccc(SC)cc3)[nH]c(=O)c2cc1OC,-5,0,1.7,4,10,17,-2,-0.3,1.1,-1

# Going on with the list:
Structure,Rv3671c inh,Anthrax LF prot,TcdB GH inh,MazF activator,Yp Topo-I inh,DUSP3 inh,3CLpro inhibitor,Vc quorum ag,PfHsp40 yeast,SSB-PriA inh
C[C@H](CO)N1C[C@H](C)[C@@H](CN(C)C(=O)Nc2ccc(C(F)(F)F)cc2)Oc2c(NC(=O)Nc3ccc(C(F)(F)F)cc3)cccc2C1=O,-178,1,0.0&1.4,-5,-6,nt,nt,-3.6,-1.8,3
COC(=O)C1=C(c2c(C)noc2C)C[C@@H]2CC[C@H]1N2C(=O)NCc1ccc(C(F)(F)F)cc1,-11,-5,-1.0,-1,-5,nt,nt,i,0.7,-6
O=C(O)/C(=C\c1ccco1)NC(=O)c1ccco1,-2,-10,-1.0,12,10,0,-2,-0.5,0.4,-16
Cn1c(/C(C#N)=C2/CCCCCN2)nc2ccccc21,-1,-1,nt,1,5,15,-4,i,-0.1,0
Cn1c(=O)[nH]c(=O)c2c1nc(N1CCOCC1)n2CCc1ccccc1,6,-2,1.2,12,7,14,1,-0.4,-0.5,-19
COc1ccc2c(c1)-c1c(sn(-c3ccc(OC)c(OC)c3)c1=S)C(C)(C)N2,-7,-5,nt,-7,-2,42,5,-5.0,0.0,71
COc1ccc(C(NC(=O)c2ccccc2F)NC(=O)c2ccccc2F)cc1,-11,1,nt,2,7,18,0,-2.0,-0.7,4
CCN1CCN(C(=O)C2CCN(S(=O)(=O)c3ccc4c(c3)NC(=O)C(C)S4)CC2)CC1 (stereo unspecified),-3,-3,0.6,-2,7,-14,-2,-0.4,-0.5,-2
COc1ccccc1-n1c(=S)[nH]c2c(sc(=S)n2-c2ccccc2)c1=O,8,-3,1.9,7,-12,30,2,1.0,0.0,-8
Cc1cc(Cl)ccc1OCC(=O)NC(=S)Nc1ccccc1N1CCOCC1,2,-1,1.8,1,-5,2,2,-0.3,-0.8,-3
COc1ccc(NC(=O)CSc2nnc(Cn3c(=O)sc4ccccc43)n2C)cc1,-7,-7,1.8,5,7,26,2,-0.6,-2.6,-5
N#Cc1ccc(OCC(O)CN2CCN(c3ncc(C(F)(F)F)cc3Cl)CC2)cc1 (stereo unspecified),2,0,5.0,13,9,6,2,-0.3,-1.1,-21
Cn1c(NCCCN2CCOCC2)nc2c1c(=O)n(Cc1ccc(Cl)cc1Cl)c(=O)n2C,0,-8,nt,10,-4,24,3,i,0.2,1
Cc1c(Cl)cnc(NC(=O)COC(=O)c2cccc(S(=O)(=O)N3CCc4ccccc4C3)c2)c1Cl,-12,0,0.4,-12,41,3,-2,-0.3,-0.7,-13
CC(=O)Nc1ccc(NC(=O)[C@@H](NC(=O)c2cccc(C)c2)C(C)C)cc1,2,-3,0.4,2,0,2,5,-0.6,-0.2,7
Cc1cc([N+](=O)[O-])nn1CCC(=O)Nc1nccs1,2,-6,0.7,-18,8,2,-2,-0.4,-1.0,-17
COc1cc(S(=O)(=O)N2CCC(c3nc4ccccc4s3)CC2)ccc1S(=O)(=O)NC1CCCC1,1,-3,0.7,-4,3,9,0,-0.3,-1.0,-8
COc1cc2c(cc1OC)-c1nnc(-c3cccs3)n1C(C)(C)C2,-6,-4,2.0,7,-4,nt,-2,-0.3,0.1,-3
COc1cccc(NC(=O)Cn2c(SCC(=O)N3CCOCC3)nc3ccccc32)c1,0,-5,nt,-6,5,14,2,i,-0.4,1
CCOC(=O)C(NC(=O)c1ccccc1)=C1C=C(C)OC(C)=C1,4,6,nt,10,6,12,3,1.0,-0.9,-15
Cc1ccc(-c2csc(N3CCN(c4ccc5nc(-c6ccncc6)n(CCN6CCCCC6)c5c4)CC3)n2)cc1,-4,-34,2.0,2,-2,13,0,0.3,0.5,15
CCOC(=O)C1(S(=O)(=O)c2ccc(Cl)cc2)CCN(Cc2ccccc2)CC1,-7,-3,nt,-4,19,17,4,i,0.3,-3
N#CCc1ccc(Oc2ncccn2)cc1,-4,6,2.8,9,-2,11,2,1.4,-1.4,-2
O=C(Nc1nnc(COc2ccccc2F)s1)Nc1ccccc1F,-48,?,0.7,-2,3,-9,1,-0.3,1.0,-5
Cc1sc2ncnc(N3CCC(C(=O)Nc4nnc(CC(C)C)s4)CC3)c2c1C,0,nt,-3.1,-3,-1,nt,nt,-0.4,-0.3,-7

Structure,Rv3671c inh,Anthrax LF prot,TcdB GH inh,MazF activator,Yp Topo-I inh,DUSP3 inh,3CLpro inhibitor,Vc quorum ag,PfHsp40 yeast,SSB-PriA inh
CCCCn1c(-c2csc3ccccc23)n[nH]c1=S,1,-4,nt,-5,-2,10,2,i,-0.9,1
CC(C)C(=O)NCCc1nc(-c2ccc(Cl)cc2)no1,7,6,0.6,1,-4,nt,nt,i,-1.5,-1
COc1ccc([C@@H]2CC(=O)c3c(O)cc(O[C@@H]4O[C@H](CO[C@@H]5O[C@@H](C)[C@H](O)[C@@H](O)[C@H]5O)[C@@H](O)[C@H](O)[C@H]4O)cc3O2)cc1O,-10,-18,-3.1,7,-7,-18,1,2.8,0.1,-3
O=C(COC(=O)C1CC(=O)N(Cc2ccccc2)C1)Nc1cccc([N+](=O)[O-])c1 (stereo unspecified),5,2,-0.1,6,-2,nt,nt,0.4,-0.7,-2
Cc1noc(C)c1C(=O)NCc1ccco1,-7,-5,nt,2,3,-13,-4,i,0.0,-7
CS(=O)(=O)N1CCc2cc(NC(=O)c3ccc(Cl)cc3Cl)ccc21,5,1,2.6,9,6,7,-3,i,-1.3,-2
O=C(CCl)NCCN1C(=O)S/C(=C\c2cccnc2)C1=O,-1,-12,0.8,24,-6,10,-1,-0.3,-1.5,-8
COc1ccc(CCNC(=O)c2cccc3ccccc23)cc1OC,3,7,0.1,3,2,25,1,-2.4,-0.7,1

# A draw from above in order of length of the SMILES, highest first.
Structure,Rv3671c inh,Anthrax LF prot,TcdB GH inh,MazF activator,Yp Topo-I inh,DUSP3 inh,3CLpro inhibitor,Vc quorum ag,PfHsp40 yeast,SSB-PriA inh
COc1cc(S(=O)(=O)N2CCC(c3nc4ccccc4s3)CC2)ccc1S(=O)(=O)NC1CCCC1,1,-3,0.7,-4,3,9,0,-0.3,-1.0,-8
CC(=O)Nc1ccc(NC(=O)[C@@H](NC(=O)c2cccc(C)c2)C(C)C)cc1,2,-3,0.4,2,0,2,5,-0.6,-0.2,7
COc1ccc(CCn2c(NN=C3CCCC3)nc3c2c(=O)[nH]c(=O)n3C)cc1,-3,1,0.9,3,-5,34,2,-0.9,0.1,-7
COc1cccc(NC(=O)Cn2c(SCC(=O)N3CCOCC3)nc3ccccc32)c1,0,-5,nt,-6,5,14,2,i,-0.4,1
COc1cc2nc(CN(C)Cc3ccc(SC)cc3)[nH]c(=O)c2cc1OC,-5,0,1.7,4,10,17,-2,-0.3,1.1,-1
